EPAC2 antagonist – antagonists of human EPAC2; Q8WZA2; EPAC2 GEF exchange of Rap1B-BODIPY-GDP, fluorescence; Potency, µM (titrated, usually from 114 µM), without a hit: top-dose activity, negative = inhibition, actives largely listed as inhibitors; 360,000 tested, 0.18% active; further: on the % scale 0 is the no-effect control and ±100 the full control effect; nearly all actives have a fitted effect of over 45% in size; many of its hits are not listed in these tables
Target sequence (Q8WZA2 whole entry, looked up): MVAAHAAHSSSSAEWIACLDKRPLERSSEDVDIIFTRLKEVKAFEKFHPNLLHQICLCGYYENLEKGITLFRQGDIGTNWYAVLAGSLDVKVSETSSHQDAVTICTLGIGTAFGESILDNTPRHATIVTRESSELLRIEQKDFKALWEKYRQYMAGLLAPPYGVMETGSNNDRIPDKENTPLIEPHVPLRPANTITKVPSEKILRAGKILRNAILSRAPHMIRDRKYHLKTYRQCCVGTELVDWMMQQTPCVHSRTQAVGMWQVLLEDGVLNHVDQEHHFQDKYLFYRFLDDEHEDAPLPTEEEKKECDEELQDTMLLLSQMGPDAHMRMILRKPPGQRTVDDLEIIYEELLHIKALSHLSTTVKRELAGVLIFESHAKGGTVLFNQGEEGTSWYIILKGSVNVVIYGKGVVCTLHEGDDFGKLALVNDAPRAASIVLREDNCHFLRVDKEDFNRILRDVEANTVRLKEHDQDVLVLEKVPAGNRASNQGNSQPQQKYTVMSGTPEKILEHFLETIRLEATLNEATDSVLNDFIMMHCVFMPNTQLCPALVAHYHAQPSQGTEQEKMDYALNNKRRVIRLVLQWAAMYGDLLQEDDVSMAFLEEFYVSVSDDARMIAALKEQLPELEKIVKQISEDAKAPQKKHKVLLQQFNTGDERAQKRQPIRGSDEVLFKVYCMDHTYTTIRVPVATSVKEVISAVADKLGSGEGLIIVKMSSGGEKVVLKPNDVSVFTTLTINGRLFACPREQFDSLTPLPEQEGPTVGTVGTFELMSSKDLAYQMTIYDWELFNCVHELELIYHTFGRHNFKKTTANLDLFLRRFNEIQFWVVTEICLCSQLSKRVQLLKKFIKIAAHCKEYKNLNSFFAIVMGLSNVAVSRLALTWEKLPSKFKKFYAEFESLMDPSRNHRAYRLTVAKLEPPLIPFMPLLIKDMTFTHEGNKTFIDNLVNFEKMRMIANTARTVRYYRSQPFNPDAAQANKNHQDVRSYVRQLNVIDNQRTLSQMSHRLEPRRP
TDP-43 yeast inh – rescues yeast growth from TDP-43 toxicity | TDP-43 expressing yeast growth rescue, BacTiter-Glo, 24 h | Potency, µM (highest dose often 46.1 µM), without a hit: top-dose growth rescue (activation), most hits filed as activators | 410,000 tested, 1.8% active | AID 652104; further: % of control where 0% means no effect; nearly all actives have a fitted effect of over 50% in size
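Galactose-induced TDP-43 yeast, OD600=0.02, compound pinned; 24 hr, 30 deg C; BacTiter-Glo luminescence for growth. Inhibitors of TDP-43 toxicity read as activators.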
FUS suppressor – FUS proteinopathy suppression in yeast | S. cerevisiae FUS-expressing, growth rescue, OD600, 24 h | Potency, µM (highest dose often 76.6 µM), for the others: at the top dose growth rescue (activation), usual class: activators | 390,000 tested, 0.24% active | AID 1347120;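 further: plate controls were DMSO vehicle for no effect and reference control for full effect; nearly all actives have a fitted effect of over 55% in size; some results filed as inactive show a strong effect at the top dose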
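Toxicity suppression screen in FUS-yeast. Cells induced with 2% galactose, starting OD 0.005, treated 24hr at 30C with compounds at multiple final concentrations; growth by OD600.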
EPAC1 agonist – EPAC1 (human) agonism; O95398; EPAC1 agonist qHTS, biochemical assay; response scale: 100% = response to 6.5 mM cAMP; Potency, µM (series often up to 154 µM), for inactives: at the top dose activation, actives largely listed as activators; 360,000 tested, 0.073% active; AID 720707; further: nearly all actives have a fitted effect of over 60% in size
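Read-out is the fluorescence drop as BODIPY-GDP leaves Rap1B (480 nm excitation, 540 nm emission), recorded every 5 minutes over 30 minutes. Reactions held 100 nM EPAC1, 250 nM Rap1B–BODIPY-GDP and 50 uM GDP, with 6.5 mM cAMP setting full activation.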
EPAC2 ag – activates human EPAC2 exchange factor; EPAC2 activation, biochemical qHTS; response scale: 100% = 6.5 mM cAMP response; Potency, µM (series often up to 154 µM), without a hit: at the highest dose activation, hits mostly activators; 360,000 tested, 0.079% active; AID 720711; further: nearly all actives have a fitted effect of over 50% in size
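Compounds were titrated in qHTS against a Rap1B-BODIPY-GDP (250 nM) complex with EPAC2 (100 nM) and GDP (50 uM). BODIPY-GDP release tracked at 480/540 nm over 30 min at room temperature, normalized to 6.5 mM cAMP.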
PTHR1 ag – agonists of human PTHR1 parathyroid hormone receptor. 410,000 tested, 0.075% active. AID 743266. Potency, µM (doses to about 115 µM), for the others: at the top dose activation, usual class: activators. Q03431. HEK293 GP2 PTHR1 cells, GloSensor cAMP luminescence, 1 h; further: nearly all actives have a fitted effect of over 55% in size; some results filed as inactive show a strong effect at the top dose; inactives centre near -15; many of its hits are not listed in these tables
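HEK-293-derived GP2 cells expressing PTHR1 and a GloSensor cAMP reporter, 3,000/well, plated overnight, given luciferin plus IBMX (each 0.5 mM as added) for 1 h at 37 °C, then compound for 1 h at 37 °C. Luminescence was read after 15 min at room temperature.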
EPAC1 antagonist – antagonists of human EPAC1 | O95398 | EPAC1 GEF assay, Rap1b-BODIPY-GDP exchange fluorescence | Potency, µM (titrated, usually from 115 µM), without a hit: top-dose activity change, negative = inhibition, usual class: inhibitors | 360,000 tested, 0.14% active;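 further: plate controls were vehicle for no effect and positive control for full effect; nearly all actives have a fitted effect of over 50% in size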
aSyn yeast inh – alpha-synuclein toxicity inhibition in yeast; 370,000 tested, 0.14% active; Yeast expressing alpha-synuclein, growth rescue, BacTiter-Glo, 24 h; Potency, µM (highest dose often 46.1 µM), for the others: at the top dose growth rescue (activation), actives largely listed as activators; further: % of control where 0% means no effect; nearly all actives have a fitted effect of over 65% in size
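Readout is rescue of growth in alpha-synuclein-expressing yeast, so inhibitors of toxicity appear as activators. Growth after 24 hr at 30 deg C in galactose medium is quantified by luminescence.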
Active calls of the source: *; i = inactive; ? = inconclusive; . = no result given; [ ] = dose if it differs, or a comment. The call rests on the fitted dose curve; in most records, active means well fitted curve in the direction sought with a large enough effect; inconclusive means small, poorly fitted or top-dose-only effect, or another doubt; inactive means no such curve, though single readings can be large; an effect the other way counts as inactive or inconclusive. Potency means the concentration at half of the fitted maximal effect. A portion of the library, so the mix of outcomes need not match the whole.

canonical_smiles	EPAC1 agonist	EPAC1 antagonist	EPAC2 antagonist	FUS suppressor	TDP-43 yeast inh	PTHR1 ag	EPAC2 ag	aSyn yeast inh
O=C(Nc1cccc(S(=O)(=O)N2CCOCC2)c1)c1cc([N+](=O)[O-])ccc1N1CCOCC1	-4.1%	7.4%	2.1%	3.1%	-4.5%	i	-4.9%	-0.4%
CC(=O)c1ccc(S(=O)(=O)NC2CC2)cc1	1.0%	13.0%	-0.9%	-1.5%	-0.5%	-4.6%	5.6%	4.1%
COc1ccc(NC(=O)O[C@@H](C)[C@@H]2CN3CCc4c([nH]c5ccc(-c6ccc(OC)cc6)cc45)[C@@H]3C[C@@H]2N(C)C(=O)Nc2ccc(OC)cc2)cc1	-9.5%	2.6%	8.5%	?	5.9%	7.1%	14.8%	-5.3%
COc1cc(N=c2ssnc2Cl)cc(OC)c1	-0.3%	8.4%	8.6%	8.4%	16.5%	i	6.1%	-74.9%[inhibitor]
O=C(N/N=C/c1sc(N2CCOCC2)nc1-c1ccccc1)c1cccc(S(=O)(=O)N2CCCC2)c1	7.3%	-17.0%	3.1%	?	-11.6%	-4.3%	11.4%	-1.7%
COc1ccc(Cn2ccnc2CO)cc1[N+](=O)[O-]	4.9%	-8.0%	-2.8%	30.2%	-12.9%[9.22 µM]	-0.5%	5.1%	-2.2%
CCCN(Cc1cc2cccc(C)c2[nH]c1=O)C(=O)c1cccc(OC)c1	-2.4%	-11.6%	1.3%	27.6%	2.7%	-46.0%[inhibitor][57.5 µM]	0.8%	9.4%
CC1(C(=O)NCc2ccccc2)CCC(=O)N1CCc1c[nH]c2ccccc12 (configuration not stated)	2.1%	11.9%	13.6%	-16.5%	13.8%	-11.7%	9.3%	-3.5%
COc1ccc(S(=O)(=O)N2CCN(c3ccccc3OC)CC2)cc1OC	3.8%	-16.1%	2.5%	4.8%	11.7%	i	-2.1%	5.3%
Fc1ccc(-c2[nH]ncc2CN(CC2CCC2)CC2CCCO2)c(F)c1 (configuration not stated)	-5.3%	-9.8%	-7.2%	8.3%	.	i	-1.8%	-0.5%
COc1ccc(Cl)cc1Nc1nc(-c2sc(NC(=O)CC(C)C)nc2C)cs1	-12.8%	-20.8%	0.7%	31.9%	27.3%	-4.4%	-1.2%	5.9%
CCOC(=O)C1(CC2CCCCO2)CCN(S(=O)(=O)c2ccccc2)CC1 (configuration not stated)	6.6%	-0.5%	-15.2%	-5.5%	7.5%	-5.3%	0.0%	10.3%
Cn1nnc(-c2ccc(OCc3ccccc3F)cc2)n1	0.4%	-3.4%	5.0%	26.9%	23.0%	-88.7%[inhibitor][57.5 µM]	-1.5%	-1.5%
O=C(O)CCCC(=O)N1CCC(C(O)(c2ccccc2)c2ccccc2)CC1	1.6%	-6.9%	-12.2%	7.0%	0.4%	i	-2.2%	-0.3%
O=C(CN1CCN(c2ccccn2)CC1)NC1CCCC1	2.2%	-0.3%	20.2%	-9.4%	-12.6%	i	0.9%	-22.3%
CCN(CC)S(=O)(=O)c1cc([N+](=O)[O-])ccc1NNC(=O)Nc1ccc(Cl)c(Cl)c1	1.6%	-5.6%	-10.9%	40.6%	1.7%	-35.0%[inhibitor]	-4.5%	2.2%
CCN(CC)S(=O)(=O)c1ccc(N=NC2=C(O)CCCC2=O)cc1	8.7%	-4.1%	1.3%	-6.3%	12.6%	i	4.7%	-4.7%
COc1cccc(NC(=O)[C@@H](NC(=O)N2CCn3c2nc2ccccc23)C(C)C)c1	-12.2%	-9.7%	-7.8%	20.9%	-2.0%	i	-1.0%	-1.6%
COc1ccc(NC2=NC3(CCCCC3)N=C(N)N2)cc1	1.0%	11.3%	12.9%	1.5%	-5.2%	i	-6.0%	-2.7%
Cc1nn(CCCC(=O)O)c(C)c1[N+](=O)[O-]	-6.1%	3.9%	10.3%	3.6%	-14.3%[1.82 µM]	-4.6%	-4.2%	1.7%
COc1ccc2c(-c3ccccc3)cc(SCC(=O)N(C)C3CCS(=O)(=O)C3)nc2c1 (configuration not stated)	6.6%	-7.7%	-10.2%[57.1 µM]	44.1%	16.8%	-4.1%	13.6%	-4.7%
COc1ccc(CNC(=O)CSc2ncc(S(=O)(=O)c3ccc(C)c(Cl)c3)c(=O)[nH]2)cc1	.	.	.	?	19.6%	i	.	-3.7%
O=C(/C=C/c1ccccc1Cl)NNC(=O)c1ccncc1	9.1%	5.0%	1.4%	-3.9%	13.6%	-23.2%	3.5%	2.7%[1.84 µM]
CCC1CCC(C(=O)NNC(=O)OC)CC1 (configuration not stated)	-11.0%	30.3%[activator]	13.4%	21.0%	-13.4%	-22.7%	-0.4%	3.4%
CCOCCOCCC(C(=O)OCC)P(=O)(c1ccccc1)c1ccccc1 (configuration not stated)	4.0%	-6.4%	-3.5%	-9.6%	-6.0%	-12.8%	7.8%	-2.8%

3 records drawn at random from those above:
canonical_smiles	EPAC1 agonist	EPAC1 antagonist	EPAC2 antagonist	FUS suppressor	TDP-43 yeast inh	PTHR1 ag	EPAC2 ag	aSyn yeast inh
COc1ccc(S(=O)(=O)N2CCN(c3ccccc3OC)CC2)cc1OC	3.8%	-16.1%	2.5%	4.8%	11.7%	i	-2.1%	5.3%
Cn1nnc(-c2ccc(OCc3ccccc3F)cc2)n1	0.4%	-3.4%	5.0%	26.9%	23.0%	-88.7%[inhibitor][57.5 µM]	-1.5%	-1.5%
COc1ccc(NC2=NC3(CCCCC3)N=C(N)N2)cc1	1.0%	11.3%	12.9%	1.5%	-5.2%	i	-6.0%	-2.7%

Next records:
canonical_smiles	EPAC1 agonist	EPAC1 antagonist	EPAC2 antagonist	FUS suppressor	TDP-43 yeast inh	PTHR1 ag	EPAC2 ag	aSyn yeast inh
O=C(Cc1ccsc1)N1CCc2c([nH]c3ccccc23)C1c1ccccn1 (configuration not stated)	9.5%	-1.0%	-14.8%	24.9%	?	-14.7%	16.1%	?
COc1ccccc1OCCSc1nc2ccccc2n1CC(=O)O	-1.5%	-3.0%	-7.6%	-34.4%	-2.0%	i	1.0%	-14.8%
CCN(CCCNC(=O)C1CCN(S(=O)(=O)c2cccc3nonc23)CC1)Cc1ccccc1	0.0%	0.0%	2.1%	0.3%	7.2%	-18.9%[57.5 µM]	4.7%	-1.9%
O=C(Nc1ccc(Cl)cc1)Nc1ccccn1	7.2%	9.2%	-1.9%	-17.2%	?	-78.9%[inhibitor]	-3.6%	5.9%
CCCCn1nnc(NC(=O)c2sc3cc(Cl)ccc3c2Cl)n1	14.0%	8.3%	-10.1%	5.4%	-7.5%	-20.2%[57.5 µM]	21.7%	-0.4%
Cc1ccc(-c2c(C(=O)Nc3ccccc3C)c(C)[nH]c(=S)c2C#N)o1	-9.3%	?	-0.9%	25.2%	29.5%	-24.8%	6.8%	-1.9%
O=C(COc1ncnc2cc([N+](=O)[O-])ccc12)NC(=O)NC1CCCCC1	-3.5%	-14.6%	14.3%	14.6%	-18.3%	-1.1%	6.0%	-13.2%
CCOCC(=O)Nc1nc(C)cc(C)n1	5.3%	5.3%	-5.5%	-24.4%	3.8%	i	2.6%	-2.3%
Cc1ccc(/C=C2/Sc3ccccc3N(CC(=O)NCCCOC(C)C)C2=O)cc1	-9.5%	-13.7%	-4.7%	.	29.1%	-11.8%	-8.8%	9.0%
O=C(O)c1ccc(N2C(=O)c3cccc4c(C(=O)O)ccc(c34)C2=O)cc1	7.1%	25.2%	3.5%	34.2%	-42.9%[inhibitor]	-18.9%	6.8%	-1.0%
CCc1ccc(N(CC(=O)NC(C)(C)C)C(=O)CNC(=O)c2cccs2)cc1	-7.6%	2.2%	1.4%	23.7%	10.8%	-14.4%	6.9%	2.2%
CCOC(=O)C1C(=O)C=C(C)C(C(=O)OCC)C1c1cccc([N+](=O)[O-])c1 (configuration not stated)	11.1%	1.1%	-1.5%	-6.2%	18.0%	i	-2.9%	-6.8%
Cc1c(Cl)cccc1N1C(=O)CC(N(O)c2ccccc2)C1=O (configuration not stated)	-16.2%	-2.4%	5.9%	14.1%	15.5%	-21.2%	-10.5%	2.4%
CCCCN(CC)CCNC(=O)c1ccc2c(Cl)c3c(nc2c1)CCC3	1.5%	5.9%	-5.6%	12.8%	11.2%	i	3.0%	0.8%
Cn1cc(S(=O)(=O)CC(=O)N2CCCc3ccccc32)c2ccccc21	-4.9%	-0.9%	-2.5%	2.7%	7.2%	i	1.4%	-10.5%
O=C(N/N=C/c1cccnc1)c1cc(-c2ccc(Cl)cc2)nc2ccccc12	-4.8%	-16.6%	-5.4%	23.2%	1.7%	-39.1%[inhibitor]	9.0%	-3.0%
Cc1ccsc1C(=O)OCC(=O)Nc1cccc(F)c1	-2.8%	19.2%	9.9%	-29.7%	-21.7%	-28.6%	8.6%	-20.8%
O=c1cc(CO)[nH]cc1OCc1ccccc1	-0.5%	-12.2%	1.9%	8.4%	-23.3%	i	-6.9%	-0.6%
COc1ccccc1C=Cc1ccnc2ccccc12	18.2%	-15.2%	-1.6%	-5.4%	?	-26.6%	6.8%	2.9%
COC(=O)c1cc(S(=O)(=O)N2CCC(c3ccccc3)C2)c[nH]1 (configuration not stated)	-1.1%	-17.3%	-24.0%	-5.8%	8.7%	-30.2%[inhibitor]	5.9%	9.4%
CN(C)C(CNC(=O)C1CCCN1C(=O)c1cccs1)c1ccccc1 (configuration not stated)	-8.4%	-13.7%	10.8%	6.3%	-19.1%	i	7.4%	-6.3%
CCn1c(NC2CCCCC2)nc2ccccc21	0.8%	5.1%	-9.6%	23.6%	-15.5%	33.6%[57.5 µM]	1.4%	1.4%
C=CC(COCc1ccccc1)N(Cc1ccccc1)S(=O)(=O)c1ccccc1Br (configuration not stated)	10.7%	-3.8%	-12.2%	18.2%	10.7%	-6.1%	3.7%	8.4%
O=C(/C=C\c1ccco1)c1ccc(NC(=O)c2ccco2)cc1	7.5%	-28.7%	-1.4%	40.2%	4.3%	-37.4%[inhibitor]	11.7%	-5.8%
CSc1ccc(S(=O)(=O)NCc2ccccc2)cc1	-0.7%	8.9%	18.5%	21.6%	-8.4%	-11.0%	-5.6%	-13.0%
